SW480 rerep – DNA re-replication induction in SW480 cells; SW480 DNA re-replication, Hoechst DNA content imaging, 48 h; Potency, µM (top dose mostly 46.1 µM), for inactives: at the highest dose re-replication activation, hits mostly activators; 340,000 compounds, 1.8% hits; further: potency means the concentration at half of the fitted maximal effect; % of control where 0% means no effect; nearly all actives have a fitted effect of over 55% in size
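Readout is total intensity of Hoechst-stained nuclei, excited at 405 nm and collected at 500-530 nm. Compound treatment lasted 48 hr at 37 C in 5% CO2 before staining.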
HT1080NT lethal – kills 2HG-producing HT-1080-NT fibrosarcoma cells; HT-1080-NT fibrosarcoma viability, CellTiter-Glo ATP luminescence, 48 h; Potency, µM (series often up to 46.1 µM), for the others: at the top dose activity, negative = less viability, actives largely listed as cytotoxic; 360,000 compounds, 1.6% hits;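 further: NT is the 2HG producing partner of a matched IDH1 knockdown line; potency means the concentration at half of the fitted maximal effect; 0% = DMSO-treated cells and -100% = media-only wells without cells; nearly all actives have a fitted effect of over 55% in size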
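Viability by CellTiter-Glo luminescence after 48 h compound exposure at 37C of HT-1080-NT cells (750/well, RPMI, 5% FBS). % activity scaled between DMSO wells and medium-only wells, then curve-fitted and categorized by curve class.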
IL-1B inflam inh – blocks inflammasome-driven IL-1 beta release; 360,000 compounds, 4.7% hits; activity change, % at 57.5 µM; THP-1 LPS/ATP IL-1B secretion, AlphaLISA, 16 h; stronger effect = lower value; in the data active means activity change below about -50%; inconclusive means mostly about -30% to -49%; further: on the % scale 0 is the no-effect control and ±100 the full control effect
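Secreted IL-1B measured by AlphaLISA bead assay after 16 h compound exposure of THP-1 cells; compounds (final up to 57.5 uM) added 1 h before LPS (250 ng/mL) and ATP (1.25 mM) stimulation; lower signal means less secretion.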
D3 ag – D3 dopamine receptor (human) agonism; P35462; D3R DiscoveRx beta-arrestin cells, luminescence, 90 min; max activation, %; 410,000 compounds, 0.58% hits; AID 652048; in the data active means max activation above about 30%; further: 0% is about no effect; mostly tested at two doses, the higher about 12 µM
Target sequence (P35462 whole entry, looked up): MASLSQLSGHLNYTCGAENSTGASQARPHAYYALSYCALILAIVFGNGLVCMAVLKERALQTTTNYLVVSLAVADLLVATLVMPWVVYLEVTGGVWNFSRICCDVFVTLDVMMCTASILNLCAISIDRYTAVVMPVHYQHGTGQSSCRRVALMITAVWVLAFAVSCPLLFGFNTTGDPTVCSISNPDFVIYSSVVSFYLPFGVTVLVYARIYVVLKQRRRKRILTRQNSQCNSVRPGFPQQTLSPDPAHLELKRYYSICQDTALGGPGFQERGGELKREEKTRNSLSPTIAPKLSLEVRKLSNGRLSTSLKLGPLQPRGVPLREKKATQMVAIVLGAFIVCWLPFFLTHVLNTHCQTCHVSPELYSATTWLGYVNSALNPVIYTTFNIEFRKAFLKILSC
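Cells at 1500/well, incubated overnight, then treated with pinned compounds (dopamine as control) for 90 min at 37 degrees C. DiscoveRx reagent added for 30 - 60 minutes at room temperature; luminescence read.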
HT1080 IDH1KD tx – toxicity to HT-1080 IDH1 knockdown cells (counter line) | Potency, µM (series often up to 46.1 µM), for inactives: top-dose activity, negative = toxicity, hits mostly cytotoxic | HT-1080 IDH1 knockdown viability, ATP luminescence, 48 h | 360,000 compounds, 2% hits | AID 686971;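 further: potency means the concentration at half of the fitted maximal effect; 0% = DMSO wells and -100% = cell-free medium wells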
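IDH1KD HT-1080 cells, 750/well, RPMI + 5% FBS; compound pinned after 2 h settling; 48 h, 37 °C; CellTiter-Glo luminescence; % activity normalised to DMSO and no-cell wells; curves fitted, classed by r2 and efficacy.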
D3 antag – D3 dopamine receptor (human) antagonism; D3R cells, DiscoveRx beta-arrestin luminescence, antagonist mode; stronger effect = lower value; max response, negative = inhibition, %; 360,000 compounds, 2.5% hits; AID 652054; in the data active means max response below about -50%; inconclusive means no clear call, values can overlap the other calls; further: on the % scale 0 is the no-effect control and ±100 the full control effect; mostly tested at two doses, the higher about 12 µM
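Cells expressing the human receptor were seeded at 1500 cells/well, incubated overnight at 37 degrees C in 5% CO2, then exposed to library compounds with dopamine controls for 90 minutes at 37 degrees C before luminescent detection.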
KB-V1 cytotox – kills drug-selected multidrug resistant KB-V1 cells; 400,000 compounds, 3.4% hits; KB-V1 MDR cells viability, CellTiter-Glo, 72 h; Potency, µM (top dose mostly 46.1 µM), for inactives: at the top dose activity change, negative = cytotoxicity, actives largely listed as cytotoxic; further: potency means the concentration at half of the fitted maximal effect; on the % scale 0 is the no-effect control and ±100 the full control effect; nearly all actives have a fitted effect of over 60% in size
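KB-V1 MDR subline cells in DMEM (phenol-red free, 10% FBS) exposed to compounds in qHTS concentration series for 72 h at 37 degrees C. Viability read by CellTiter-Glo luminescence; concentration-effect curves fitted after normalization and correction.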
GLP1R ag – GLP-1 receptor (human) agonism | P43220 | HEK293 GLP-1R CRE-luciferase, luminescence, 4-6 h; cells express a hypersensitive GLP-1R form | Potency, µM (top dose mostly 45.6 µM), for the others: at the top dose activation, usual class: activators | 380,000 compounds, 0.007% hits | AID 624172; further: potency means the concentration at half of the fitted maximal effect; % of control where 0% means no effect
Target sequence (P43220 whole entry, looked up): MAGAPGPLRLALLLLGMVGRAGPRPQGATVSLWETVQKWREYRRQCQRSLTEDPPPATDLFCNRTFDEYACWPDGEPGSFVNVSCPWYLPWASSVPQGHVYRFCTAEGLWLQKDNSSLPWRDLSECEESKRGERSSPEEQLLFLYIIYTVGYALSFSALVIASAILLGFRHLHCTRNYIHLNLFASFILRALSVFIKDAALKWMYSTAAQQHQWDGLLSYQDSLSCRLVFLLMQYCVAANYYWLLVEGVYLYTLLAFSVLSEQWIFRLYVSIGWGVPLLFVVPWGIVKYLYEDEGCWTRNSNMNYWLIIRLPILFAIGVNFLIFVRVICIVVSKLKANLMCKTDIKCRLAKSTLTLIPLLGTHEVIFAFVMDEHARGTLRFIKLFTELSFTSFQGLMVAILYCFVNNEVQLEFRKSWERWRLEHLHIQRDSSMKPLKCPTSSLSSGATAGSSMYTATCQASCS
KB-3-1 cytotox – KB-3-1 parental cell cytotoxicity | KB-3-1 viability, CellTiter-Glo ATP luminescence, 72 h | Potency, µM (titrated, usually from 46.1 µM), for the others: top-dose activity change, negative = cytotoxic, actives largely listed as cytotoxic | AID 1347075 | 400,000 compounds, 1.4% hits; further: potency means the concentration at half of the fitted maximal effect; on the % scale 0 is the no-effect control and ±100 the full control effect; nearly all actives have a fitted effect of over 60% in size
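Multi-concentration cytotoxicity screen in KB-3-1 cells grown in DMEM lacking phenol red with 10% FBS. After 72 h at 37 °C with compound, ATP-dependent luminescence was recorded.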
* = called active by the depositor; ? = inconclusive; nt = not tested or not shown; & = joins results of further samples; [ ] = another dose, or the depositor's remark. Unless noted, the call rests on the fitted dose curve; in most records, active means well fitted curve in the direction sought with a large enough effect; inconclusive means small, poorly fitted or top-dose-only effect, or another doubt; inactive means no such curve, though single readings can be large; an effect the other way counts as inactive or inconclusive.

SMILES	SW480 rerep	HT1080NT lethal	IL-1B inflam inh	D3 ag	HT1080 IDH1KD tx	D3 antag	KB-V1 cytotox	GLP1R ag	KB-3-1 cytotox
O=C1c2ccccc2N2C(=O)c3ccccc3C2N1Cc1ccccc1 (stereo not drawn)	1%	3%	-29	6	?	16	?	-2%	?
CC1=C(C(=O)N2CCCCCC2)CC(CC(=O)NCc2cccc3ccccc23)C(=O)N1CCC1=CCCCC1 (stereo not drawn)	nt	?	-63*	-11	?	-29	18µM*	0%	?
Cc1ccc(CS(=O)Cc2ccc(C(=O)NC3CCC(C)CC3)o2)cc1 (stereo not drawn)	-8%	-9%	-27	-8	-8%	-6	-2%	-5%	3%
COc1ccc(OCCC(=O)OCC(=O)NCCC2=CCCCC2)cc1	-2%	11%	14	3	21%	11	2%	6%	-2%
Cc1ccc2cccc(OCC(=O)Nc3ccc4c(c3)OCO4)c2n1	1%	-21%	-18	4	-21%	-2	?	6%	15%
O=S(=O)(c1cccs1)N1CCc2ccccc2C1	-13%	-11%	-2	-5	0%	1	-2%	-2%	7%
C/C(=N\NC(=O)c1nnn(-c2nonc2N)c1CSc1ccc(C)cc1)c1ccco1	10%	14%	0	4	10%	17	-3%	-3%	-1%
O=C(C1=C(O)C(=O)N(CC2CCCO2)C1c1ccccc1Cl)c1ccco1 (stereo not drawn)	8%	0%	-20	-8	19%	-11	-4%	0%	-3%
CCn1c(SCC(=O)Nc2cccc(O)c2)nc2c1c(=O)n(C)c(=O)n2C	-6%	19%	-9	-7	-5%	5	-16%	7%	-4%
CSCCC(NC(=O)c1cccc(C)c1)C(=O)Nc1sccc1C(N)=O (stereo not drawn)	-10%	10%	-13	-1	0%	6	12%	9%	4%
CCn1c(SCC(=O)Nc2cccc(C)c2)nc2ccccc2c1=O	-7%	-20%	-9	-2	?	-1	?	8%	6%
Cc1ccc(C2C(C#N)=C(N)SC(N)=C2C#N)c(C)c1	10%	-17%	25	4	-7%	?	18%	-7%	19%
CC1(C)CC(N2CCN(CCO)CC2)=CC(=S)N1	1%	11%	2	2	15%	1	18%	6%	0%
O=S(=O)(c1cccs1)N1CCN(c2ccnc3cc(Cl)ccc23)CC1	?	?	nt	-1	?	?	?	2%	-16%
CCN(C(=O)CSc1nnnn1-c1ccc(OC)cc1)C1CCS(=O)(=O)C1 (stereo not drawn)	-18%	0%[9.24 µM]	18	2	9%	4	18%	0%	5%
COc1cccc(C2Nc3ccccc3C(=O)N2O)c1O (stereo not drawn)	-7%	-8%	9	1	-17%	17	-8%	-13%	3%
CCOc1nc(C)cc(C)c1S(=O)(=O)c1ccc(Cl)cc1	0%	1%	14	-16	-1%	-7	-4%	10%	-1%
CC(C)(C)NC(=O)/C=C/c1cccs1	?	-1%	0	4	-3%	0	-24%	-1%	1%
CCN1C[C@@H]2[C@@H]3C(=O)N(Cc4ccccc4)C(=O)[C@@H]3[C@](Cc3ccccc3)(C1=O)N2C(=O)c1ccccc1	0%	20%	-2	9	-6%	23	-29%	0%	-15%
O=[N+]([O-])c1ccc(Cl)cc1N1CCCC1	-1%	23%	0	-3	7%	0	0%	-3%	5%
O=C(Nc1ccc(N2CCCCC2)cc1)c1ccc([N+](=O)[O-])o1	?	4.6µM*	-99*	-13	2.3µM*	?	?	10%	?
Cc1cc(C(=O)Nc2ccc(Cl)cc2)c2ccccc2n1	-4%	-21%	1	2	-29%	-1	5%	5%	-1%
CCOC(=O)c1c[nH]n2c(=S)ncnc12	nt	18%	-14	-3	13%	-27	20%	-2%	2%
Cc1ccc(S(=O)(=O)CCC(=O)OCCOc2ccc(Br)cc2)cc1	nt	7%	-8	-1	9%	-22	19%	0%	10%
COc1ccc(CN2COc3ccc4c(C)cc(=O)oc4c3C2)cc1	nt	nt	nt	0	nt	nt	?	17%	13%
Following part:
SMILES	SW480 rerep	HT1080NT lethal	IL-1B inflam inh	D3 ag	HT1080 IDH1KD tx	D3 antag	KB-V1 cytotox	GLP1R ag	KB-3-1 cytotox
COc1nccnc1NS(=O)(=O)c1ccc(NC(=S)NC(=O)/C=C/c2ccc(F)cc2)cc1	2%	11%	?	-6	1%	-29	1%	-2%	4%
COc1cc(CCC(=O)Nc2ccc(C)c(S(=O)(=O)N3CCCCCC3)c2)cc(OC)c1OC	-2%	-4%	3	-7	?	14	3.7µM*	-27%	6.5µM*
C=CCn1c(Cc2cccs2)nnc1SCC(=O)c1ccc2ccccc2c1	27%	-1%	-29	11	7%	-2	?	-1%	-24%
COc1cccc(-c2ccc3nnc(SCC(=O)Nc4ccc(NC(C)=O)cc4)n3n2)c1	5%	-3%	21	6	-8%	7	20%	8%	-4%
CN(c1ccccc1C(=O)Nc1ccccc1-c1ccccc1)S(C)(=O)=O	-31%[inhibitor]	8%	0	0	8%	3	15%	2%	11%
S=C(NCCCN1CCOCC1)Nc1ccc(Cl)c(Cl)c1	-31%[inhibitor]	-3%	14	4	4%	-6	?	-1%	-5%
CCOc1ccc(NC(=O)CSc2nnc(C3CC3)n2C2CC2)cc1	-9%	9%	-4	4	17%	-3	13µM*	-22%	7%
Cc1sc2ncnc(NCC(c3ccco3)N(C)C)c2c1C (stereo not drawn)	0%	5%	17	-5	7%	-13	18µM*	9%	-8%
Fc1ccc(NC(=S)Nc2cccc(Cl)c2)cc1	-65%[inhibitor]	12%	-8	0	6%	0	6%	-1%	-2%
O=c1oc(-c2ccccc2F)nc2scc(-c3ccccc3)c12	?	17%	nt	2	24%	-16	-10%	8%	0%
COc1ccc(CCN2C(=O)c3ccccc3C2c2nnnn2C(C)C)cc1OC (stereo not drawn)	nt	26%	32	4	?	7	?	8%	21%
Cc1cc(SCC(=O)OCC(=O)NCC2CCCO2)c(C)cc1Br (stereo not drawn)	-6%	5%	0	0	7%	14	0%	-5%	-1%
N=C(N)SCc1ccc(Cl)cc1Cl	?	-19%	-101*	1	-20%	-18	-18%	-8%	4%
Cc1cc(OC(=O)c2cccc([N+](=O)[O-])c2)c(C)cc1CN1CCOCC1	1%	-7%	-12	3	2%	14	12%	1%	-3%
CCOC(=O)c1sc(NC(=O)c2ccc(OC)cc2)nc1C	-6%	15%	-27	2	21%	-5	5%	4%	-5%
COc1ccc(CCC2=NCCN2C(CC(C)C)c2nc3ccccc3[nH]2)cc1 (stereo not drawn)	nt	?	0	-7	?	-3	21%	-5%	0%
CC(C)NC(=O)C1(C)CN(S(C)(=O)=O)CC(=O)N1Cc1cccs1 (stereo not drawn)	nt	19%	25	-6	1%	3	-1%	nt	6%
COCCNc1ncnc2c1ncn2[C@H]1CN(Cc2ccncc2)C[C@@H](CO)O1	nt	18%	4	7	3%	-7	17%	-5%	0%
FC(F)(F)c1ccc2c(c1)n(Cc1ccccc1)c1[n+]2CCCCC1	-4%	-3%	-3	1	-4%	-20	0%	-8%	-18%
O=C(COc1ccc(F)cc1)NNC(=O)Cn1ccc(C(F)(F)F)n1	-5%	-7%	-4	-14	6%	-8	0%	-38%[inhibitor]	5%
O=C(NCCC(=O)N1CCc2ccccc21)c1ccco1	1%	18%	-11	-11	10%	?	4%	2%	-3%
Cc1ccc(Cl)cc1NC(=O)C1COc2ccccc2O1 (stereo not drawn)	-1%	-3%	-6	2	-27%	8	-15%	0%	0%
CC1(C)CC(=O)C2=C(C1)N(C1CCCCC1)C(=O)C2(O)C(F)(F)F (stereo not drawn)	-9%	11%	-23	1	1%	5	-1%	0%	-5%
C=CCn1c(SCC(=O)NC(=O)NCc2ccco2)nc2sc(C)c(C)c2c1=O	3%	?	-1	-1	-26%	?	?	-12%	0%
CCc1ccc(C(=O)N/N=C(\C)c2ccncc2)s1	-4%	4%	-11	-6	-5%	-17	17%	0%	25%

Another view of some results above:
Below each compound: SW480 rerep, HT1080NT lethal, IL-1B inflam inh, D3 ag, HT1080 IDH1KD tx, D3 antag, KB-V1 cytotox, GLP1R ag, KB-3-1 cytotox
COc1nccnc1NS(=O)(=O)c1ccc(NC(=S)NC(=O)/C=C/c2ccc(F)cc2)cc1
 : 2%, 11%, ?, -6, 1%, -29, 1%, -2%, 4%
COc1cc(CCC(=O)Nc2ccc(C)c(S(=O)(=O)N3CCCCCC3)c2)cc(OC)c1OC
 : -2%, -4%, 3, -7, ?, 14, 3.7µM*, -27%, 6.5µM*
C=CCn1c(Cc2cccs2)nnc1SCC(=O)c1ccc2ccccc2c1
 : 27%, -1%, -29, 11, 7%, -2, ?, -1%, -24%

Next records:
SMILES	SW480 rerep	HT1080NT lethal	IL-1B inflam inh	D3 ag	HT1080 IDH1KD tx	D3 antag	KB-V1 cytotox	GLP1R ag	KB-3-1 cytotox
CC(C)c1ccc(N(CC(=O)NCc2ccco2)C(=O)CCC(=O)Nc2ccccn2)cc1	4%	0%	-14	-3	1%	-13	?	7%	1%
O=C(Nc1ccccc1)Nc1ccc(S(=O)(=O)N2CCCCC2)cc1	-13%[9.22 µM]	?	-21	-2	?	13	?	-6%	?
COc1ccc(CN2CC[C@H]3C=CC[C@@H](C(=O)N4CCOCC4)[C@H]3C2=O)cc1OC	?	11%	35	9	13%	20	0%&0%	-4%	2%&16%
CCOC(=O)N1CCN(C(=O)CNC2CCCCCCC2)CC1	-3%	-15%	-6	1	0%	-1	-22%	-5%	4%
CCc1ccc(NC(=O)C2CC(=O)N=C(N)S2)cc1 (stereo not drawn)	4%[9.22 µM]	10%	-6	3	17%	5	19%	-2%	-3%
OC[C@@H]1CN(Cc2ccc(-c3ccccc3)cc2)C[C@H](n2cnc3c(NCc4ccncc4)ncnc32)O1	nt	?	-10	2	23µM*	8	?	-1%	?
COC(=O)c1sccc1NC(=S)NCc1ccc(Cl)cc1	-43%[inhibitor]	-3%	20	1	-7%	-7	2%	6%	0%
C[C@H](NC(=O)c1ncn2c1c(=O)[nH]c1ccccc12)c1ccccc1	nt	-1%	-4	-3	1%	-1	0%	-6%	-14%
COc1ccc(C2C(C(=O)O)c3ccccc3C(=O)N2Cc2ccco2)cc1 (stereo not drawn)	-22%	8%	24	19	14%	6	3%	1%	19%
